High-throughput results deposited in PubChem BioAssay by several laboratories.
TAAR1 antag = human TAAR1 antagonists, primary screen, Fluo-8 calcium fluorescence, CHO RD-HGA16 cells; antagonist; inhibition, % at 3 µM; 360,000 tested, 1.5% active; AID 624466, 2012;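 active means inhibition above a per-plate cutoff, the mean inhibition of test compounds on that plate plus 3 SD, cut at about 49% in these data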;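 further: 0% = DMSO plus EC80 beta-PEA response and 100% = DMSO alone without agonist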
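System: CHO RD-HGA16 cells bearing hTAAR1. Reagent: EC80 β-phenethylamine stimulus. Schedule: seeding 17-24 h prior, 75-min 37 °C, 30-min RT dye loading. Signal: Fluo-8 intracellular calcium dye fluorescence, real-time kinetic reads. Read-out: % inhibition from peak post-agonist over basal fluorescence ratio. Benchmarks: vehicle wells and EC80 agonist wells. Replicates: n of 1.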
M5 antag = human M5 muscarinic receptor antagonists, primary screen, CHO cells, Fluo-8 calcium fluorescence | Muscarinic acetylcholine receptor M5 (Homo sapiens), P08912 | 360,000 tested, 0.59% active | CHO-hM5 cells, ACh EC80 | inhibition, % at 3 µM;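 active means inhibition above a per-plate cutoff, the mean of that plate's test compounds plus 3 SD, cut at about 27% in these data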;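 further: 0% = acetylcholine EC80 with DMSO and 100% = DMSO without agonist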
Target sequence (P08912 whole entry, looked up): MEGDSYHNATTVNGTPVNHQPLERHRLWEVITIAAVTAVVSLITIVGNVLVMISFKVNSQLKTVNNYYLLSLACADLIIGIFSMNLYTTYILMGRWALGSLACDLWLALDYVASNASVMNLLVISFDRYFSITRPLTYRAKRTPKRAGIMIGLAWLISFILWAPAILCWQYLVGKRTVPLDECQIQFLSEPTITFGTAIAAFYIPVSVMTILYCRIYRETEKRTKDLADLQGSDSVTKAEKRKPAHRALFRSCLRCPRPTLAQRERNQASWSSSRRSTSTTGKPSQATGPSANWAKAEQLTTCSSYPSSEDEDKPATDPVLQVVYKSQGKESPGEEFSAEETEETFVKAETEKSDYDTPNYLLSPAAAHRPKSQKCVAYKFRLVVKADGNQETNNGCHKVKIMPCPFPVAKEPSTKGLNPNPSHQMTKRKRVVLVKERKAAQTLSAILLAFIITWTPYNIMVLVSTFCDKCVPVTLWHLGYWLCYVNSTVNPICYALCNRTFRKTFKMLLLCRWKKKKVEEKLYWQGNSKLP
M5 ag = human M5 muscarinic receptor agonists, primary screen, CHO-K1 cells, Fluo-8 calcium fluorescence | Muscarinic acetylcholine receptor M5 (Homo sapiens), P08912 | CHO-K1 hM5 cells; 0% DMSO wells, 100% maximal acetylcholine response | activation, % at 3 µM | 360,000 tested, 0.19% active;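 active means activation above the run's mean over test compounds plus 3 SD, cut at about 23% in these data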;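 further: signal is peak over basal fluorescence ratio across the kinetic read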
CRFBP-R2 block = antagonists of CRF-BP/CRF-R2 complex, primary screen, cell-based, HEK293, calcium dye fluorescence, uHTS; CRF-induced calcium fluorescence; inhibition, % at 11.8 µM; 350,000 tested, 0.59% active;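 active means inhibition of the ligand-induced calcium signal above about 50% at the single tested concentration, limit read from the data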
CRFBP-R2 agonist = agonists of CRF-BP/CRF-R2 complex, primary screen, cell-based, HEK293, calcium dye fluorescence, uHTS | calcium dye fluorescence (FLIPR); percent of saturating CRF peptide response | 350,000 tested, 0.46% active | AID 588473, 2011 | activation, % at 13.2 µM | CRF-binding protein / CRF receptor 2 complex (human);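 active means activation of at least 50%, plus an integration ratio under a set limit after plate pattern correction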;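 further: plate controls were neutral control wells without compound for no effect and CRF at EC100 for full effect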
CHRM5 PAM = human M5 muscarinic receptor positive allosteric modulators, primary screen, CHO-K1 cells, Fluo-8 calcium fluorescence. Muscarinic acetylcholine receptor M5 (Homo sapiens), P08912. activation, % at 3 µM. 360,000 tested, 0.3% active. CHO-K1 hM5, ACh EC20 PAM; 0% = ACh EC20, 100% = ACh EC100. AID 624038, 2012;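 active means activation above the run cutoff, the mean activation of all test compounds plus 3 SD, cut at about 18% in these data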
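Assay system: CHO-K1 hM5 cells. Also added: acetylcholine at EC20 concentration, added after compound. Dosing: 3 µM, single dose. Times: compound preincubation 140 s before EC20 acetylcholine addition. Signal: Fluo-8 calcium fluorescence. Measure: % activation relative to EC20 and EC100 ACh responses. Repeats: singlicate, one well per test compound.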
TAAR1 agonist = human TAAR1 agonists, primary screen, Fluo-8 calcium fluorescence, CHO RD-HGA16 cells; Trace amine-associated receptor 1 (Homo sapiens), Q96RJ0; vehicle wells 0%, saturating PEA agonist 100%; activation, % at 3 µM; 360,000 tested, 0.99% active;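 active means activation above the mean activation of all test compounds in the run plus 3 SD, cut at about 38% in these data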
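System: CHO RD-HGA16 cells carrying human TAAR1 plus Gα16; Incubation: 17-24 h seeding, 75 min 37 °C dye, 30 min RT; Measured by: Fluo-8 fluorescence, 5 s baseline then 140 s kinetic read; Control set: DMSO and PEA EC100; Replication: single well for each compound.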
M4 PAM = human M4 muscarinic receptor positive allosteric modulators, primary screen, CHO-K1 cells, Fluo-8 calcium fluorescence; Muscarinic acetylcholine receptor M4 (Homo sapiens), P08173; CHO-K1 hM4/Gqi5, ACh EC20; 0% = ACh EC20, 100% = maximal ACh; activation, % at 3 µM; 360,000 tested, 0.4% active; AID 624126, 2012;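 active means activation above its plate's cutoff, the mean activation of sample wells plus 3 SD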; further: some results filed as inactive read as strong as hits
Target sequence (P08173 whole entry, looked up): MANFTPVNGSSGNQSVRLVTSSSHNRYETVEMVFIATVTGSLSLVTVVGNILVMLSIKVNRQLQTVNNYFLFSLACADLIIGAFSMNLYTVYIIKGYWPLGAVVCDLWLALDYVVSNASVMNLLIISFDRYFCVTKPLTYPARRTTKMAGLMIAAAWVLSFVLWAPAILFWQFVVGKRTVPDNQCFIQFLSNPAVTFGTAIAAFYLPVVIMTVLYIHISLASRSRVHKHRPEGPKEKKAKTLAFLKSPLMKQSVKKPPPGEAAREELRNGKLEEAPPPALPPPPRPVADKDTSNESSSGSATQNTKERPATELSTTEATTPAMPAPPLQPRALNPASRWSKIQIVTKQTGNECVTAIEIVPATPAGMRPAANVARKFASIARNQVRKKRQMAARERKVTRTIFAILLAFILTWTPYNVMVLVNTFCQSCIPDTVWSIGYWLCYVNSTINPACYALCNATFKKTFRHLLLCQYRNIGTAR
CHO-K1 Ca PAM = nonselective calcium activators in parental CHO-K1 cells, primary screen, counter-screen for M1 PAM project, cell-based, Fluo-8 calcium fluorescence, full deck, 1536-well; activation, % at 3 µM; ATP EC20; 0% at ATP EC20, 100% at ATP max; 360,000 tested, 0.02% active; AID 602247, 2012;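 active means activation above the run cutoff, the mean activation of all test compounds plus 3 SD, cut at about 40% in these data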;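 further: peak over basal fluorescence ratio in a 140 s read after ATP addition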
* hit, by the source's call; / = not tested or not shown; & = joins results of further samples. An unsorted share of the library. Share with any hit: about 4.2%.

no.	canonical_smiles	TAAR1 antag	M5 antag	M5 ag	CRFBP-R2 block	CRFBP-R2 agonist
1	C[C@@H]1CCCCO[C@H](CN(C)C(=O)Nc2ccc3c(c2)OCO3)[C@H](C)CN([C@@H](C)CO)C(=O)c2cc(NS(=O)(=O)c3ccc(Cl)cc3)ccc2O1	-26	-3	-1	-1	0.1
2	COC(=O)C1=C(C)NC(=O)NC1c1ccco1 (stereo unspecified)	1	-6	-4	0	-0.8
3	CC(OC(=O)CN1C(=O)c2ccccc2C1=O)C(=O)N(C)c1ccccc1 (stereo unspecified)	-1	7	4	0	2.4
4	COc1ccc(/C=C/C(=O)NCCCc2ccccc2)cc1	-7	-7	0	13	-0.9
5	Cc1sc2ncn(CC(=O)NCCc3ccccc3)c(=O)c2c1C	12	0	1	-7	0.7
6	Cc1c([N+](=O)[O-])cc(N2C(=O)C=CC2=O)cc1[N+](=O)[O-]	/	16	3	-20	0.0
7	Cc1nnc(NC(=O)C2(c3ccccc3)CCOCC2)s1	9	-7	-3	-4	0.8
8	O=C(CCN1C(=O)c2ccccc2S1(=O)=O)Nc1cccc(F)c1	7	11	0	-13	0.6
9	CC1CC(=O)Nc2ccccc2N1 (stereo unspecified)	1	9	1	-2	0.5
10	CCCCCC(=O)N1CCN(CCN=CC2=C(O)CC(c3ccc(OC)cc3)CC2=O)CC1 (stereo unspecified)	-16&0	10&2	4&-3	-4&-4	4.2&-1.7
11	CCOc1ccc(N2CC(O)(c3cccs3)[N+]3=C2CCCC3)cc1 (stereo unspecified)	-12	36*	-17	-14	0.5
12	CCOC(=O)C(NC(=O)CC)(Nc1sc2c(c1C(=O)OC)CCN(C)C2)C(F)(F)F (stereo unspecified)	7	-5	-1	-23	0.5

no.	CHRM5 PAM	TAAR1 agonist	M4 PAM	CHO-K1 Ca PAM
1	4	0	-2	23
2	0	2	15	-16
3	0	2	8	1
4	5	1	12	14
5	-4	42*	5	15
6	-14	/	-5	6
7	5	6	7	-4
8	-6	5	-2	-2
9	15	5	12	-2
10	2&-1	0&9	0&5	15&15
11	-33	10	-18	17
12	-4	6	-9	3

Molecules above that contain a thiophene ring, fused or not:
no.	canonical_smiles	TAAR1 antag	M5 antag	M5 ag	CRFBP-R2 block	CRFBP-R2 agonist
5	Cc1sc2ncn(CC(=O)NCCc3ccccc3)c(=O)c2c1C	12	0	1	-7	0.7
11	CCOc1ccc(N2CC(O)(c3cccs3)[N+]3=C2CCCC3)cc1 (stereo unspecified)	-12	36*	-17	-14	0.5
12	CCOC(=O)C(NC(=O)CC)(Nc1sc2c(c1C(=O)OC)CCN(C)C2)C(F)(F)F (stereo unspecified)	7	-5	-1	-23	0.5

no.	CHRM5 PAM	TAAR1 agonist	M4 PAM	CHO-K1 Ca PAM
5	-4	42*	5	15
11	-33	10	-18	17
12	-4	6	-9	3

The listing picks up, repeating the five entries before the break.
no.	canonical_smiles	TAAR1 antag	M5 antag	M5 ag	CRFBP-R2 block	CRFBP-R2 agonist
8	O=C(CCN1C(=O)c2ccccc2S1(=O)=O)Nc1cccc(F)c1	7	11	0	-13	0.6
9	CC1CC(=O)Nc2ccccc2N1 (stereo unspecified)	1	9	1	-2	0.5
10	CCCCCC(=O)N1CCN(CCN=CC2=C(O)CC(c3ccc(OC)cc3)CC2=O)CC1 (stereo unspecified)	-16&0	10&2	4&-3	-4&-4	4.2&-1.7
11	CCOc1ccc(N2CC(O)(c3cccs3)[N+]3=C2CCCC3)cc1 (stereo unspecified)	-12	36*	-17	-14	0.5
12	CCOC(=O)C(NC(=O)CC)(Nc1sc2c(c1C(=O)OC)CCN(C)C2)C(F)(F)F (stereo unspecified)	7	-5	-1	-23	0.5
13	COc1cccc([C@@H]2CC=C(C(=O)O)[C@H](c3ccc(C)cc3)N2S(=O)(=O)c2ccc(C)cc2)c1	-3	-13	2	29	-5.3
14	O=C(Cc1cccs1)N1CCN(S(=O)(=O)c2ccc(F)cc2)CC1	1	-4	0	38	-3.5
15	O=C(O)CSc1nnc(-c2cc3ccccc3o2)n1-c1ccccc1	5	2	1	-6	-0.7
16	NC(=O)c1ccc(NC(=O)COC(=O)CC(NC(=O)c2ccccc2Cl)c2ccccc2)cc1 (stereo unspecified)	21	-5	-1	-5	0.9
17	COc1ccccc1OCC(=O)NNc1c2ccccc2nc2ccccc12	35	12	-1	-9	2.2
18	Nc1nonc1-n1nnc(C(=O)N/N=C/c2ccc(OCc3ccccc3)cc2)c1COc1ccc(F)cc1	-5	-7	-2	8	6.5
19	CNC[C@H]1Oc2c(NS(=O)(=O)c3ccc(F)cc3)cccc2C(=O)N([C@H](C)CO)C[C@@H]1C	8	3	4	6	-1.2
20	COc1cccc(NC(=S)N(Cc2ccco2)C(C)c2ccco2)c1 (stereo unspecified)	0	4	-3	-6	-0.2
21	COc1ccc2[nH]c3c(c2c1)CCN1C(=O)C(CC(=O)NCCC2=CCCCC2)C[C@H](C(=O)N2CCCCC2)[C@@]31C (stereo partly specified)	-16	-1	0	18	-7.8
22	CC(Oc1ccc(Br)cc1)C(=O)NNC(=O)CCN1CCN(c2ccccc2)CC1 (stereo unspecified)	-21	4	-2	7	-2.1
23	COc1ccc(S(=O)(=O)N2CCCCC2)cc1NC(=O)c1ccc2ccccc2n1	11	-9	-2	-8	-0.5
24	Cc1ccc(Nc2nc(C(=O)N3CCC(C(=O)NCc4ccccc4)CC3)cs2)cc1	19	8	6	-9	-1.1

no.	CHRM5 PAM	TAAR1 agonist	M4 PAM	CHO-K1 Ca PAM
8	-6	5	-2	-2
9	15	5	12	-2
10	2&-1	0&9	0&5	15&15
11	-33	10	-18	17
12	-4	6	-9	3
13	5	4	5	24
14	-4	1	-7	5
15	13	2	13	-7
16	-11	4	-4	4
17	-10	6	-4	8
18	4	0	15	6
19	-8	5	8	13
20	-2	0	8	20
21	-2	2	8	7
22	1	0	9	6
23	5	0	-3	28
24	-7	9	-6	10

no.	canonical_smiles	TAAR1 antag	M5 antag	M5 ag	CRFBP-R2 block	CRFBP-R2 agonist
25	CCOC(=O)C1=C(COC(=O)c2cccc(Br)c2)NC(=O)NC1C (stereo unspecified)	-20	6	2	15	-1.7
26	Clc1ccc(N2CCN(/N=C/c3ccncc3)CC2)cc1	-5	9	-1	24	-1.4
27	CCOC(=O)C1(Cc2cccc(OC)c2)CCN(Cc2cccc3c2OCO3)CC1	15	-4	-4	-34	2.2
28	CC(C)C(NS(=O)(=O)c1ccccc1F)C(=O)N1CCc2ccccc2C1 (stereo unspecified)	-7	-2	-3	6	-0.4
29	CC(C)c1c(O)nc(SCCN2CCOCC2)[nH]c1=O	5	5	1	18	-1.1
30	CC(=O)c1cccc(OCC(=O)Nc2cc(S(=O)(=O)N3CCOCC3)ccc2N2CCCC2)c1	2	3	0	2	-2.1
31	Cc1ccc(NC2CCCN(C(=O)C3CCCCC3)C2)cc1C (stereo unspecified)	0	-14	3	-3	0.4
32	CCOCCCNC(=S)N1CCN(CC)CC1	7	-2	-1	-7	3.4
33	CCOC(=O)C(CC)Sc1nc2c(cnn2-c2ccc(F)cc2)c(=O)[nH]1 (stereo unspecified)	-21	-2	-4	14	0.8
34	COc1ccc(Cl)cc1NC(=O)/C=C\C(=O)O	6	2	-1	16	1.9
35	Cc1ccc(S(=O)(=O)c2cc3c(=O)n4ccccc4nc3n(CC3CCCO3)c2=N)cc1C (stereo unspecified)	-5	-1	-8	33	26
36	O=C(CCc1ccccn1)N1CCCC(CNS(=O)(=O)c2cccs2)C1 (stereo unspecified)	-1	1	-10	9	9.2

no.	CHRM5 PAM	TAAR1 agonist	M4 PAM	CHO-K1 Ca PAM
25	-3	1	1	-6
26	-8	2	-5	6
27	-8	8	-11	10
28	5	-2	2	28
29	3	2	8	6
30	0	0	-4	-16
31	21*	-3	-2	-4
32	-2	2	1	13
33	4	-3	0	2
34	-2	14	-1	19
35	1	-1	-1	11
36	3	4	16	14

no.	canonical_smiles	TAAR1 antag	M5 antag	M5 ag	CRFBP-R2 block	CRFBP-R2 agonist
37	Cc1cc(C)c(NC(=O)CN(C)CC(=O)N(C)CC(=O)Nc2c(Cl)cccc2Cl)c(C)c1	-6	6	-5	-2	-0.1
38	COC(=O)c1c(C(=O)OC)c(-c2cccc(C)c2)n2c1CS(=O)C2 (stereo unspecified)	-12	9	-1	-6	1.0
39	CCCc1nn2c(=O)cc(CSCC(=O)Nc3nnc(C(C)C)s3)nc2s1	-5	6	-3	-3	-0.8
40	O=C(CSc1nc(=O)[nH]c2c1CCCC2)Nc1ccc(F)cc1F	-12	-8	3	-2	-1.4
41	O=C(Nc1ccccc1-c1ccccc1)NC1CCN(C(=O)N2CCOCC2)CC1	0	6	-1	17	1.0
42	O=C(CCC1CCCC1)Nc1cc(C(F)(F)F)ccc1N1CCOCC1	-79	-9	1	-15	-0.2
43	CCOc1ccccc1C(=O)Nc1cc(C)ccc1NC(=O)c1ccco1	15	11	0	-9	-0.3
44	CC(=O)N1CCN(C(=O)c2cccc(S(=O)(=O)NCc3ccccc3)c2)CC1	-12	-4	-7	0	0.1
45	Cc1ccc(NC(=O)CCNC(=O)c2ccco2)cc1Cl	9	22	-3	11	-1.2
46	Cn1cc(CCNCc2cn[nH]c2-c2ccc(-c3ccccc3)cc2)cn1	-17	7	-9	-3	1.6
47	Cc1ccc(C)c(N2CC(O)(c3cccs3)[N+]3=C2CCCC3)c1 (stereo unspecified)	-2	1	-3	0	5.5
48	CC(=O)Nc1ccc(Nc2ncnc3c2cnn3-c2ccccc2)cc1	27	5	-1	-22	-0.4
49	COCc1cc(CNC(=O)C2CCC(=O)N(Cc3ccccc3OC)C2)[nH]n1 (stereo unspecified)	-19	-18	3	4	-0.1

no.	CHRM5 PAM	TAAR1 agonist	M4 PAM	CHO-K1 Ca PAM
37	-11	5	1	15
38	-7	15	3	4
39	3	-1	2	14
40	1	3	22*	-6
41	-1	1	-5	20
42	4	12	11	-19
43	-8	2	-3	1
44	3	0	10	14
45	-4	3	-1	-17
46	-1	10	-1	4
47	3	2	-4	11
48	0	38*	21	4
49	7	0	5	-27
